Screens deposited in PubChem by several laboratories.
CHT allo act – human CHT allosteric activation. CHT-expressing cells, membrane potential dye, choline EC20; active compounds read high; LV-AA mutant CHT in HEK293 cells. 0.49% of 310,000 active. B-score at 10 µM. Q9GZV3;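 active means initial fluorescence not abnormally high and integrated response B-score, plate-corrected, over 3 SD above library mean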
Target sequence (Q9GZV3 whole entry, looked up): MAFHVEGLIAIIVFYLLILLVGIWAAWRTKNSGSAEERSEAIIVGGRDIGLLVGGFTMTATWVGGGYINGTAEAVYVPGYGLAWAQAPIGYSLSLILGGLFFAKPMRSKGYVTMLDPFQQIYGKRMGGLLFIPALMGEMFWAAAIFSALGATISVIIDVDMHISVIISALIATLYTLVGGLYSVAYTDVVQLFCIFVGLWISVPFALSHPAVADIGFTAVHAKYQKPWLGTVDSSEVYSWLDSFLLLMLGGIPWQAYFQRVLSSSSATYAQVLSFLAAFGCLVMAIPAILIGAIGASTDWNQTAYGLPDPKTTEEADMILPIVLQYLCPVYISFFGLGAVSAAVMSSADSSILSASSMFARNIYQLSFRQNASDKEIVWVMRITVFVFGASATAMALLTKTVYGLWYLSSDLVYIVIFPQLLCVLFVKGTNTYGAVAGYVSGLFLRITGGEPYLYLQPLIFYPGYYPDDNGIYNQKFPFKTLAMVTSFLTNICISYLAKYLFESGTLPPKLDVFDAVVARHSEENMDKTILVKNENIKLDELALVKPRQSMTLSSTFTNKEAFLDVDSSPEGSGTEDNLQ
OX1R antag – antagonists of human orexin 1 receptor | O43613 | 0.43% of 330,000 active | CHO/OX1R cells, Fluo-8 calcium fluorescence, orexin A | inhibition, % at 5 µM;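 active means inhibition above its plate's threshold, mean inhibition of all tested compounds on the plate plus 3 SD, cut at about 37% in these data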;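 further: 0% = orexin A challenge wells and 100% = SB-334867-A antagonist wells; not every result past the cut was called active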
Target sequence (O43613 whole entry, looked up): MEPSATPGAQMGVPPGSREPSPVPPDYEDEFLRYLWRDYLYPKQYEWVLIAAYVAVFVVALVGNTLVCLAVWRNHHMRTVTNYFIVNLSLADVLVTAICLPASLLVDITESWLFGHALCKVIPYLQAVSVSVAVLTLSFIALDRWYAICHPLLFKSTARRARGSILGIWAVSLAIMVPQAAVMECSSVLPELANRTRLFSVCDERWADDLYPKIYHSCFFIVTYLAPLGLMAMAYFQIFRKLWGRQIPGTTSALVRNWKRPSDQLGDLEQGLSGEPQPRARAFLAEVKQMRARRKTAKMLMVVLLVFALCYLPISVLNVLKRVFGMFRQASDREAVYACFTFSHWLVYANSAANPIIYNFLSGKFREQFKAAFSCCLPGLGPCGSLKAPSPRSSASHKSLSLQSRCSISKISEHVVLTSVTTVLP
* = called active by the depositor; i = inactive; nt = not tested or not shown.

SMILES	CHT allo act	OX1R antag
CN(Cc1cccs1)C(=O)c1cc(S(=O)(=O)N2CCOCC2)ccc1N1CCCC1	nt	-3
CC(C)CC1CC(=O)OC1(C)C(=O)CSc1nc2ccccc2s1 (stereo not given)	i	-22
Cc1ccccc1N1C(=O)CSC1=C(C#N)C#N	i	-11
COc1ccc(-c2cc(OC)c3ccccc3n2)cc1	i	-35
CC1CCN(CCNC(=O)C2CCCN(c3ncnc4c3nc3n4CCCCC3)C2)CC1 (stereo not given)	i	-26
COc1ccc(C(=O)OC(C)C(=O)NC2CCCC2)cc1S(=O)(=O)N1CCOCC1 (stereo not given)	nt	4
CCCn1nc(C(=O)Nc2cccc(S(=O)(=O)N(C)c3ccccc3)c2)c2ccccc2c1=O	nt	-3
O=C(Nc1ccncc1)c1ccc(Cl)c(S(=O)(=O)N2CCc3ccccc32)c1	i	34
Nc1nc(O)c(CC(=O)O)s1	i	1
Nc1cc(=O)[nH]c(SCC(=O)N2CCCc3ccccc32)n1	i	-16
CCN(CC)CCn1c(NCc2ccc(OC)cc2)nc2ccccc21	i	-21
COc1ccc(NC(=O)CCC(=O)Nc2ccc3nc(N4CCOCC4)cc(C)c3c2)c(OC)c1	i	-9
CN(C)/C=C1\C(=O)NN=C1c1ccccc1	i	-6
O=C(OCC(=O)N1CCN(C(=O)c2ccco2)CC1)c1ccc(Cl)nc1	nt	5
OC(CN=c1sc2ccccc2n1CC(O)COc1ccccc1)COc1ccccc1 (stereo not given)	i	9
COc1ccc(NC(=O)CCN2C(=O)c3ccncc3C2=O)cc1OC	i	4
O=[N+]([O-])c1ccc(Oc2cccc3cccnc23)c(Cl)c1	i	-8
CN(C)c1ccc(/C=C(/C#N)C(=O)NCc2ccccc2)o1	i	9
O=C(COC(=O)/C=C/c1nc2ccccc2s1)Nc1ccccc1Oc1ccccc1	i	-18
Cn1c(=O)oc2cc(S(=O)(=O)Nc3cccc([N+](=O)[O-])c3)ccc21	i	-24
Cc1onc(-c2ccccc2)c1C(=O)N1CCCc2ccccc21	i	3
Cc1ccc(-c2nnc3n2N=C(c2ccc(Br)cc2)CS3)cc1	i	-22
O=C1CCC/C(=N\NC(=O)c2ccc(CSc3cccc4cccnc34)cc2)C1	i	-20
CN(C)CCNC(=O)c1ccc2c(=O)n(Cc3ccc(Cl)cc3)c(=S)[nH]c2c1	i	-2
C/C(=N\NC(=O)c1nnn(-c2nonc2N)c1C)c1ccc(-c2ccccc2)cc1	i	-65
CC(C)(C)C(=O)N1CCC(O)(CS(=O)(=O)c2ccc(Cl)c(Cl)c2)CC1	i	-15
Cc1ccc(S(=O)(=O)NC2c3cccc4cccc(c34)C2Sc2nncn2C)cc1 (stereo not given)	i	-37
CCC(=O)c1ccc(OCC(O)CN2CCOCC2)cc1 (stereo not given)	i	4
COc1ccc(C(=O)N/N=C2/SCC(=O)N2Cc2ccc3c(c2)OCO3)cc1OC	i	1
CCN1C(=NCc2cc(OC)c(OC)c(OC)c2)N[C@@H](c2ccccc2)C(C(=O)OC)=C1C	nt	-27
O=C(CS(=O)(=O)c1ccc(F)cc1)Nc1nnc(-c2ccccc2Cl)o1	i	-11
CCN1CCN(C(=O)CN2C(=O)COc3ccc(C)cc32)CC1	i	-16
COc1ccc(C2CC(C(F)(F)F)n3ncc(C(=O)O)c3N2)cc1OC (stereo not given)	i	-13
Cc1ccc(-n2nc(C(=O)O)cc2-c2ccccc2)cc1	i	-12
C#CCN1C(=O)S/C(=C\c2cc3c(cc2OC)OCO3)C1=O	i	-10
O=C(Cc1cccs1)NCc1ccc(Cl)cc1Cl	i	-11
C/C(=N/NS(=O)(=O)c1cccc([N+](=O)[O-])c1)c1ccncc1	i	-10
COc1ccc(NS(=O)(=O)c2ccc(N3CCCC3)c(NC(=S)Nc3cccc(S(=O)(=O)N(C)C)c3)c2)cc1	i	-4
CCOc1ccc(C(=O)Nc2cc(OC)ccc2OC)cc1	i	-21
COc1ccc(/C=C/C(=O)Oc2ccc(/C=N/NC(=O)COc3c(C)cccc3C)cc2)cc1	i	-10
CCCCS(=O)(=O)N1CCCC(C(=O)NCC2CCCO2)C1 (stereo not given)	i	-16
O=S(=O)(NCCN1CCCC1)c1ccc(Cl)cc1	i	-12
Cc1nn(-c2cccc(C(=O)O)c2)c(C)c1[N+](=O)[O-]	i	-8
CCC(C(=O)Nc1ccc(C(=O)Nc2ccccc2C(=O)O)cc1)c1ccccc1 (stereo not given)	i	nt
Cc1ccc(Cl)cc1NC(=O)Cn1cc(C(F)(F)F)cc(Cl)c1=O	i	-13
CCCCCCc1ccc(N2C[C@H](CCCCC)[C@@H](CC(=O)NCc3ccc(OC)cc3)C2=O)cc1	i	-16
CCc1nnc(NC(=O)CSc2nc(-c3ccc(OC)cc3)ns2)s1	i	-22
Cc1ccc(S(=O)(=O)N2CCC(C(=O)Nc3ccccc3N3CCCC3)CC2)c(C)c1	i	-40
O=C(c1nn2c(C(F)(F)F)cc(-c3ccc(F)cc3)nc2c1Cl)N1CCOCC1	i	-19
Cc1cc(Cl)ccc1OCC(=O)OCC(=O)NC1CCS(=O)(=O)C1 (stereo not given)	nt	0
CCCNNC(=O)C(O)(c1ccccc1)c1ccccc1	i	-15
CCC(C)(C)NC(=O)CN(C(=O)c1snc(C(N)=O)c1N)c1ccc(OC)c(OC)c1	i	-8
O=C(Nc1ccc(S(=O)(=O)N2CCCC2)cc1)c1cccnc1	i	0
COc1ccc(C(=O)O/N=C2\CCCc3nonc32)cc1	i	12
O=C(CN1CCN(c2ccc(Cl)cc2[N+](=O)[O-])CC1)N1CCOCC1	i	-26
CCCNC(=O)COc1ccc(-c2nn(C)c(=O)c3ccccc23)cc1	i	-7
COc1ccc2cc(C(=O)N3CCN(C)CC3)[nH]c2c1	i	nt
CC(=O)C1=C(C)Nc2ncnn2C1c1ccc(F)cc1 (stereo not given)	i	-6
CCCC(=O)OC1CCS(=O)(=O)c2sccc21 (stereo not given)	i	1
COC(=O)[C@@H](NC(=O)N1CCC(Cc2ccccc2)CC1)C(C)C	i	-28

(next part)
SMILES	CHT allo act	OX1R antag
COc1cc(OC)c(NC(=O)CCNS(=O)(=O)c2ccc3c(c2)oc(=O)n3C)cc1Cl	i	-13
CCN1CCN(c2cc(C)c3cc(NC(=S)N4CCN(c5ccc(F)cc5)CC4)ccc3n2)CC1	i	-18
COc1ccccc1NS(=O)(=O)c1cc(N)ccc1N1CCCCC1	i	-5
CCCC(=O)NCc1nc2ccccc2n1CC(=O)c1ccccc1	i	-22
CCCNC(=O)OCC12CC3CC(CC(C3)C1)C2	i	-4
C=C(C)Cn1c(=O)c2c(nc3n2CC(C)CN3Cc2ccccc2)n(C)c1=O (stereo not given)	i	-36
Cc1ccc(C)c(OCC(=O)NCC(C)C)c1C	i	-19
O=C1CCN(CCc2ccccc2)CCN1[C@H](CO)c1ccccc1	i	-10
CCCn1c(N)c(C(=O)COC(=O)CCNS(=O)(=O)c2ccccc2F)c(=O)[nH]c1=O	i	-13
Cc1ccc(NC(=O)CCCC(=O)O)c(Br)c1	i	2
COc1cc(-c2ccc3oc(-c4cccc(C)c4)c(C#CC4(O)CCCCC4)c3c2)cc(OC)c1OC	nt	5
Cc1ccc(S(=O)(=O)N2CCC(=O)N(C(COC(=O)Nc3ccccc3)Cc3ccccc3)CC2)cc1 (stereo not given)	i	-18
O=C(Nc1nccs1)c1cc(-c2ccncc2)nc2ccccc12	i	-12
O=C(NC(c1ccccc1)c1ccccc1)N1CCN(CCO)CC1	i	-4
CCOC(=O)c1ccc(NC(=O)Nc2ncccc2C)cc1	i	-17
Cc1cccc(N/C=C(\[N+](=O)[O-])S(=O)(=O)c2ccccc2)c1C	i	7
COC(=O)c1cccc(NC(=O)c2cccnc2C(=O)O)c1C	i	-14
Fc1ccc(CNCCC(Cc2ccccc2)c2ccco2)cc1 (stereo not given)	i	-2
CC1(C(=O)Nc2ccc(S(=O)(=O)Nc3ncccn3)cc2)CCCC1	nt	1
C#CCOCCOCCOCCNc1nc(N2CCN(C(=O)[C@H]([C@@H](C)CC)n3cc(CCCCN)nn3)CC2)nc(N2CCN(C(=O)[C@H]([C@@H](C)CC)n3cc(CCCN=C(N)N)nn3)CC2)n1	i	-4
CCOc1cccc(NC(=O)C(Cc2cccs2)c2nn[nH]n2)c1 (stereo not given)	i	-15
Cc1ccc(-c2onc3ccc(Cl)cc23)cc1	i	-16
COc1ccc(-n2nc3c(c2NC(=O)C2CCCC2)CS(=O)C3)cc1 (stereo not given)	i	2
O=C1/C(=C/c2cccnc2)SC(=S)N1c1ccccc1	i	-16
O=C(Nc1cccc(F)c1)Nc1cccc(Cl)c1	i	24
COc1ccc(-c2cc(C(=O)N(C)Cc3ccccc3)no2)cc1OC	i	-26
CC(C)(C)C(=O)NC(=S)Nc1ccccc1C(N)=O	i	-7
NC(=O)c1nn(-c2ccc(Cl)cc2Cl)c(=O)cc1O	i	-10
COC(=O)[C@H](Cc1ccccc1)NC(=O)NCCc1ccc(F)cc1	i	12
CC(C)CC(=O)N1CCC(N2CCN(c3ccccc3)CC2)CC1	i	-35
CCOC(=O)CNC(=O)C12CC3CC(CC(C3)C1)C2	i	-1
COc1ccc(C2=NN(C(=O)CSc3nnc(C)n3C)C(c3ccco3)C2)cc1 (stereo not given)	i	-33
O=C(O)COCC(=O)N1CCCN(c2nccc(C(F)(F)F)n2)CC1	i	8
CN(CC(=O)O)S(=O)(=O)c1cc(Cl)ccc1Cl	i	-9
COC(=O)c1ccc(Cn2nc(C)c(Br)c2C)cc1	i	-24
COc1ccc(NC(=O)c2c(C(F)(F)F)nn(C)c2SCc2ccccc2)cc1	i	-19

15 structures out of the list, sorted by SMILES length, lowest first:
SMILES	CHT allo act	OX1R antag
Cc1ccc(-c2onc3ccc(Cl)cc23)cc1	i	-16
O=C(Nc1cccc(F)c1)Nc1cccc(Cl)c1	i	24
COC(=O)c1ccc(Cn2nc(C)c(Br)c2C)cc1	i	-24
Fc1ccc(CNCCC(Cc2ccccc2)c2ccco2)cc1 (stereo not given)	i	-2
O=C1/C(=C/c2cccnc2)SC(=S)N1c1ccccc1	i	-16
NC(=O)c1nn(-c2ccc(Cl)cc2Cl)c(=O)cc1O	i	-10
O=C(NC(c1ccccc1)c1ccccc1)N1CCN(CCO)CC1	i	-4
CC(C)CC(=O)N1CCC(N2CCN(c3ccccc3)CC2)CC1	i	-35
CCOc1cccc(NC(=O)C(Cc2cccs2)c2nn[nH]n2)c1 (stereo not given)	i	-15
COc1ccc(-c2cc(C(=O)N(C)Cc3ccccc3)no2)cc1OC	i	-26
COC(=O)[C@H](Cc1ccccc1)NC(=O)NCCc1ccc(F)cc1	i	12
CC1(C(=O)Nc2ccc(S(=O)(=O)Nc3ncccn3)cc2)CCCC1	nt	1
COc1ccc(NC(=O)c2c(C(F)(F)F)nn(C)c2SCc2ccccc2)cc1	i	-19
COc1ccc(C2=NN(C(=O)CSc3nnc(C)n3C)C(c3ccco3)C2)cc1 (stereo not given)	i	-33
C#CCOCCOCCOCCNc1nc(N2CCN(C(=O)[C@H]([C@@H](C)CC)n3cc(CCCCN)nn3)CC2)nc(N2CCN(C(=O)[C@H]([C@@H](C)CC)n3cc(CCCN=C(N)N)nn3)CC2)n1	i	-4

(cont.)
SMILES	CHT allo act	OX1R antag
CC(C)(C)OC(=O)[C@H](Cc1ccccc1)NC(=O)c1nc[nH]c1C(=O)N1CCN(C(=O)OC(C)(C)C)CC1	i	-26
Cc1cccc(NC(=O)CN2CCN(C(=O)c3oc4c(Cl)cccc4c3C)CC2)c1C	nt	-18
Oc1c(N=Nc2ccccn2)ccc2ccccc12	i	4
O=C(NC1CCN(Cc2ccccc2)CC1)C1COc2ccccc2O1 (stereo not given)	i	-18
CCOc1ccc(NC(=O)c2cnc3scc(C)n3c2=O)cc1	i	1
CCOc1ccc(S(=O)(=O)N(CC)CC)cc1NC(=O)CSCc1c(C)noc1C	i	-37
O=C(c1cnc2sccn2c1=O)N1CCN(c2ccccc2Cl)CC1	i	-8
C=CCSc1nnc(NC(=O)c2ccc(NC(C)=O)cc2)s1	i	-27
COc1ccccc1N1CCN(C(=O)C(=O)N/N=C/c2cccc(O)c2)CC1	i	-11
COc1ccccc1NC(=O)c1ccc(COc2ccc3c(c2)CCC3)cc1	i	-21
O=c1c2c3c(sc2nc(NCCO)n1Cc1ccco1)CCCCC3	i	-18
COc1ccc(C(=O)NC(=S)NC2CCSC2=O)cc1 (stereo not given)	i	-4
CCOc1ccc2c(c1)nc(SCC(=O)c1ccc(Br)s1)n2C	i	-4
O=C(Nc1ccccc1)C1=C[C@@H](C2CC2)C[C@@H](OCCCCO)O1	i	-34
C(=N\c1nc2ccccc2[nH]1)/c1cccs1	i	-5
CC1CC1C(=O)OCC(=O)N(C)c1c(N)n(Cc2ccccc2)c(=O)[nH]c1=O (stereo not given)	i	-9
N#CCCn1cc(CNCc2ccccc2)c(-c2cccc([N+](=O)[O-])c2)n1	i	-31
CCCOc1ccccc1NC(=O)Nc1ccccc1Cl	i	-39
CCn1ncc(C2=NOC(C(=O)NCC(C)C)C2)c1C (stereo not given)	i	-24
O=C(CSc1nc2c(sc3ccccc32)c(=O)n1CCO)NCc1ccco1	i	-8
N=c1n(-c2ccccc2)c(O)cc(=O)n1-c1ccccc1	i	-4
COc1ccc(-c2cc(C(F)F)n3ncc(C(=O)N4CCCCC4)c3n2)cc1	i	-35
CC(C)CNC(=O)c1cc(=O)[nH]c2ccc(S(=O)(=O)Nc3ccc(F)cc3)cc12	i	-10
